# PG9 binder – small molecules binding HIV-1 gp120 antibody PG9. TR-FRET gp120-PG9 antibody binding. inhibition, % at 6.7 µM. actives 0.43% (n = 360,000). AID 624416; in the data active = inhibition above about 8.5%
# rCAG binder – r(CAG) repeat RNA binding | TO-PRO-1 dye displacement fluorescence | inhibition, % at 3 µM | actives 1.3% (n = 370,000) | AID 651821;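 active = inhibition above the plate cutoff, the mean of all test compounds on that plate plus 3 SD, cut at about 35% in these data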;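 also: 0% = DMSO alone and 100% = 100 µM mitoxantrone as full dye displacement; higher means more dye released from RNA so lower well fluorescence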
# mABHD4 FP – ABHD4 (mouse) inhibition, primary FP screen | actives 0.54% (n = 370,000) | purified mABHD4, FP-Rh probe fluorescence polarization | Q8VD66 | AID 720543 | inhibition, % at 8.92 µM;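 active = inhibition exceeding the mean over every tested compound plus 3 SD, cut at about 30% in these data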;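 also: 0% = plate median of compound wells and 100% = S159A mutant with DMSO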
# Target sequence (Q8VD66 whole entry, looked up): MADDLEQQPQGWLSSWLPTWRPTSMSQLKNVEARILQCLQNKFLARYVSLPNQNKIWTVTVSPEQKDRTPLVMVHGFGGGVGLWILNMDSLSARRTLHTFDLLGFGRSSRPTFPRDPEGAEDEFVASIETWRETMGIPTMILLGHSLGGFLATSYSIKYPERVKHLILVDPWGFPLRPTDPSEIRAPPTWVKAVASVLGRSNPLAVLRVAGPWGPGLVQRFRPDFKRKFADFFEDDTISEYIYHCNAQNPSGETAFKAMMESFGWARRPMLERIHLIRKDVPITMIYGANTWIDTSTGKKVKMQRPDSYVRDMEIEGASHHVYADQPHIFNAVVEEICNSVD
#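 Assay system: Wild-type mouse ABHD4 protein | Medium: HEPES pH 7.0 buffer, 150 mM NaCl, 0.01% Pluronic F-127 | Incubation: Enzyme–compound pre-incubation 45 min, then probe 60 min, both 25 °C | Technique: Fluorescence polarization with parallel and perpendicular emission, 525/598 nm | Evaluation: % inhibition of FP-Rh probe binding versus controls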
# ARFGAP1 inhibitor – inhibitors of rat ARFGAP1. Arfgap1-stimulated ARF1 GTP hydrolysis, GDP FP detection. inhibition, % at 16.5 µM. actives 0.26% (n = 360,000);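 active = inhibition above a per-plate limit, mean inhibition of low control wells plus 3 SD, cut at about 25% in these data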;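 also: 0% = DMSO wells with enzyme and 100% = wells lacking Arfgap1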
# Target sequence (Q62848 1-136 limits assumed): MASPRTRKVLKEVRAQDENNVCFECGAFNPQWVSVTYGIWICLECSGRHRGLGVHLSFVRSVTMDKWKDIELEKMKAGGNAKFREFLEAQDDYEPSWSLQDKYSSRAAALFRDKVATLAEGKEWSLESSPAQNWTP
#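 Repeats: one replicate per compound; assay system: rat Arfgap1 catalytic domain, aa 1-136; times: enzyme reaction 120 min at 25 °C after 20 min preincubation; detection: FP of antibody-bound GDP Alexa 633 tracer, ex 620/em 688 nm; benchmarks: high control wells lacking Arfgap1, low control full reaction with DMSO; reagent: human ARF1(Δ1-17)-GTP substrate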
# ASAP1 GAP inh – ASAP1 ArfGAP inhibition; Q9ULH1; ASAP1-stimulated ARF1 GTP hydrolysis, GDP FP detection; inhibition, % at 16.5 µM; actives 0.19% (n = 360,000); in the data active = inhibition above about 25%;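 also: 0% = vehicle with enzyme and substrate and 100% = no enzyme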
# NPR2 activator – GC-B (human) receptor activation. P20594. HEK293-GC-B cells, CNP EC30, cGMP TR-FRET; 0% at EC30 CNP, 100% saturating CNP. activation, % at 10 µM. actives 0.11% (n = 370,000). AID 1920062;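 active = activation at 10 µM reaching about 35% in either raw or pattern-adjusted values, limit read from the data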
# SMARCA2 act – activators of SMARCA2 function | activation, % at 9.1 µM | MG213 cells, MMTV-luciferase reporter, dexamethasone, overnight | actives 1% (n = 370,000); in the data active = activation above about 7.8%;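 also: 0% = vehicle wells and 100% = reference activator wells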
# GC-A act – GC-A (human) enzyme activation. activation, % at 10 µM. HEK293 GC-A cells, cGMP TR-FRET, EC30 ANP; 0% at EC30 ANP, 100% saturating ANP. actives 0.14% (n = 370,000); in the data active = activation above about 40%
# Rev-erbA mod – modulates human Rev-erb alpha binding to DNA | P20393 | Rev-erbα–FITC-DNA binding, fluorescence polarization, 90 min | activity, % at 10 µM | actives 0.79% (n = 370,000) | AID 1259318;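 active = activity above about 14%, limit read from the data; passing the limit was not always enough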;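 also: 0% = DMSO wells with 35 nM protein and 100% = DMSO wells with 750 nM protein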
# Target sequence (P20393 whole entry, looked up): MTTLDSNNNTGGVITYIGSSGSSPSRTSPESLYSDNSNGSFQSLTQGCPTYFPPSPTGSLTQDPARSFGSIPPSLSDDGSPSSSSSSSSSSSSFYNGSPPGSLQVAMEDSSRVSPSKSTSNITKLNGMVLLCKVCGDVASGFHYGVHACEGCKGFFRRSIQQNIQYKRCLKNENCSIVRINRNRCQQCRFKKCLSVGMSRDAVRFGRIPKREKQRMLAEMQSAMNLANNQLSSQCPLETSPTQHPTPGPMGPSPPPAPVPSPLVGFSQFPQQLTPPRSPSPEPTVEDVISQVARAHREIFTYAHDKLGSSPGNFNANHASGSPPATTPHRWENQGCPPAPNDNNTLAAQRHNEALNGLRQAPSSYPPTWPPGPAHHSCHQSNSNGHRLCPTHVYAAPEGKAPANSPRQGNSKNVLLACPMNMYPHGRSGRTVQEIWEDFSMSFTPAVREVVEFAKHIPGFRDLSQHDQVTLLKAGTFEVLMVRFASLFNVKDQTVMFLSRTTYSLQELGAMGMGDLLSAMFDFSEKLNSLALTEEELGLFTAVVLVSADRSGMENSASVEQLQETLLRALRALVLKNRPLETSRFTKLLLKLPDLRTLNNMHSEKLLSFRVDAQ
# HTRA1 inh – inhibitors of human serine peptidase HTRA1. Q92743. recombinant HTRA1, FP-rhodamine activity-based probe, fluorescence polarization. inhibition, % at 5.96 µM. actives 0.5% (n = 340,000); in the data active = inhibition above about 36%;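 also: 0% = enzyme with DMSO and 100% = wells lacking enzyme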
# * hit, by the source's call; / = not tested or not shown. Random draw from the library; about 4.4% have a hit in one of these screens.
No.	Compound	PG9 binder	rCAG binder	mABHD4 FP	ARFGAP1 inhibitor	ASAP1 GAP inh	NPR2 activator	SMARCA2 act	GC-A act	Rev-erbA mod	HTRA1 inh
1	Cc1cc(CN(C)Cc2ccc(OCC(O)CN(C)Cc3ccccc3)cc2)on1 (stereo unspecified)	-4.3	-7	-7	-3	-1	0	-1	2	-2	-2
2	CC1=C(c2ccccc2)C(O)(c2ccccc2)C(C)C1=O (stereo unspecified)	-0.9	1	-8	-6	-2	-3	-6	-6	2	4
3	O=C(c1cc2cc(Cl)ccc2oc1=O)N1CCCCCCC1	-0.5	0	8	0	7	-5	-2	1	-7	-3
4	CC(C)CCNC(=O)C(c1ccco1)N(CC1CCCO1)C(=O)Cn1nnc2ccccc21 (stereo unspecified)	0.7	2	0	9	-8	2	0	4	-4	5
5	O=C(NCC(c1ccco1)N1CCN(c2ccccc2)CC1)OCc1ccccc1 (stereo unspecified)	-0.9	-6	2	6	-3	3	-1	3	-1	-5
6	N#Cc1sc2nc(N3CCCCC3)c3c(c2c1N)CCCC3	0.0	9	-2	2	2	-5	-1	5	-1	-7
7	Cc1ccc(C)c(C(=O)COC(=O)c2cc(Cl)nc3ccccc23)c1	0.0	8	-11	-9	17	-14	-2	-6	4	1
8	O=C1CC[C@@H](C(=O)N2CSC[C@@H]2C(=O)Nc2cccc(C(F)(F)F)c2)N1	-0.6	2	-4	-7	-12	-2	-1	0	0	0
9	O=C(COc1ccc2ccc(=O)oc2c1)Nc1ccc(CCO)cc1	0.0	-1	8	7	-1	6	-4	3	2	2
10	C=CCn1c(=O)c2ccccc2n2c(SCc3csc(-c4ccccc4)n3)nnc12	-0.3	4	-13	16	16	-8	-1	-14	5	-3
11	O=C1NC2(Nc3ccccc31)C(=O)Nc1ccccc12 (stereo unspecified)	-1.0	10	9	4	3	-9	-1	3	4	-6
12	CS(=O)(=O)N(Cc1ccccc1)c1ccc(C(=O)Nc2cccnc2)cc1	1.8	-3	-1	-1	3	1	0	-4	-8	-1
13	Cc1ccc(S(=O)(=O)N2CCN(C(=S)NCCc3ccccc3)CC2)cc1	-0.5	-5	0	-7	3	-3	-3	1	-2	-4
14	COCCN1Cc2cccc(C(=O)Nc3cc(OC)ccc3OC)c2C1=O	-0.3	-5	5	-5	-13	3	0	5	0	4
15	Cc1cc(C)c(C#N)c(SCC(=O)Nc2ccc(S(=O)(=O)Nc3ncccn3)cc2)n1	-0.3	-1	2	6	5	-2	-1	1	0	2
16	Cc1cccc(N2CCN(C(=O)Cc3ccc(Br)cc3)CC2)c1C	-2.0	-5	-10	3	2	-5	1	4	0	-36
17	CCOC(=O)C1=C2NC(=O)c3ccccc3N2C(=O)C1	1.0	8	4	12	-8	-2	-1	-1	-4	-7
18	COc1cc(-c2cnc3c(NC=O)cc(-c4cccc(NC(C)=O)c4)cn23)cc(OC)c1OC	-1.8	8	1	-4	-2	12	3	9	-1	/
19	O=C(CCN1C(=O)[C@@H]2Cc3ccccc3CN2C1=O)Nc1cccc(F)c1	-1.0	-1	-2	-8	-5	-2	-4	-3	2	0
20	COc1cc(C2NC(=O)C(C#N)=C(S)N2c2ccccc2)ccc1OC(C)C (stereo unspecified)	-1.0	2	-6	-3	11	-7	2	-4	-3	-1
21	COc1ccc(/C=C2\SC(=S)N(CCC(=O)NC3C=CS(=O)(=O)C3)C2=O)cc1 (stereo unspecified)	-0.8	13	-3	-1	2	-2	-8	1	-8	0
22	CC1CCCC(NC(=O)COC(=O)c2ccccc2Sc2ccccc2C#N)C1C (stereo unspecified)	12*	0	1	-3	7	-6	-1	-7	21	-6
23	CCn1nc(C(=O)N2CCN(Cc3nc4ccccc4s3)CC2)c2ccccc2c1=O	-1.0	2	-3	5	-4	5	4	4	0	6
24	COc1ccc(C(=O)Nc2ccccc2N2CCOCC2)cc1Br	0.4	-2	-2	-4	-22	-1	-1	1	2	-8
25	Cc1ccc([C@@H]2[C@@H]3C(=O)N(C)C(=O)[C@@H]3[C@@H]3C(=O)Nc4ccccc4C(=O)N23)cc1	1.7	-2	-2	-5	-4	2	1	6	-2	7
26	O=C(CSc1nc2ccccc2nc1N1CCCC1)N1CCN(C(c2ccccc2)c2ccccc2)CC1	/	8	7	/	/	3	-7	-4	-8	/
27	CC(C)c1ccc(C(O)c2cnc(C(C)C)n2C)cc1 (stereo unspecified)	-2.3	-3	-1	14	0	0	-2	2	-6	-5
28	Cc1ccccc1C(=O)OC1CCCN(C)C1 (stereo unspecified)	-1.2	-1	0	8	4	-1	1	-6	-1	7
29	CCCCNC(=O)CSc1nc2cc3c(cc2c(=O)n1CCCC(=O)NCCc1ccc(OC)c(OC)c1)OCO3	-0.4	1	-13	2	12	-2	-4	-4	5	3
30	CC1CCCCN1S(=O)(=O)c1ccc(N(C(=O)c2cnccn2)C(C(=O)NC2CCCC2)c2cccs2)cc1 (stereo unspecified)	0.2	3	4	-10	5	8	-3	-3	0	-14

# Record cards, from the list above.
# Results for COc1cc(C2NC(=O)C(C#N)=C(S)N2c2ccccc2)ccc1OC(C)C (stereo unspecified) → PG9 binder = -1.0; rCAG binder = 2; mABHD4 FP = -6; ARFGAP1 inhibitor = -3; ASAP1 GAP inh = 11; NPR2 activator = -7; SMARCA2 act = 2; GC-A act = -4; Rev-erbA mod = -3; HTRA1 inh = -1
# Results for CC(C)c1ccc(C(O)c2cnc(C(C)C)n2C)cc1 (stereo unspecified) → PG9 binder = -2.3; rCAG binder = -3; mABHD4 FP = -1; ARFGAP1 inhibitor = 14; ASAP1 GAP inh = 0; NPR2 activator = 0; SMARCA2 act = -2; GC-A act = 2; Rev-erbA mod = -6; HTRA1 inh = -5

# Continued:
No.	Compound	PG9 binder	rCAG binder	mABHD4 FP	ARFGAP1 inhibitor	ASAP1 GAP inh	NPR2 activator	SMARCA2 act	GC-A act	Rev-erbA mod	HTRA1 inh
31	CC(/C=C/c1ccco1)=N/NC(=O)c1ccccc1Cl	-3.2	12	1	15	-1	0	-1	0	-1	7
32	CC(=O)c1ncnn1CC(=O)c1ccc(Cl)cc1Cl	-0.7	-2	1	9	11	3	-3	27	-3	-3
33	Cc1cccc(/C=C/c2ccccc2)n1	-1.6	4	-2	19	-7	0	1	-1	9	/
34	CN(C)S(=O)(=O)c1cccc(COC(=O)c2cc([N+](=O)[O-])ccc2N2CCOCC2)c1	0.1	-2	-1	3	5	-4	1	7	0	0
35	O=C1N=C(N2CCOCC2)S/C1=C\c1cccnc1	-0.4	-1	0	-7	1	-1	-5	-2	-1	-2
36	CN(C)S(=O)(=O)c1cccc(NC(=O)/C=C/c2ccccc2[N+](=O)[O-])c1	-0.1	11	-6	15	23	-2	0	-17	4	-3
37	CCOc1ccccc1NC(=O)NNS(=O)(=O)c1ccc([N+](=O)[O-])cc1	1.3	5	-15	22	-9	1	-4	-2	2	5
38	CCOc1ccc(OCc2ccc(C(=O)OCc3ccccn3)o2)cc1	0.8	0	3	-7	-7	4	2	4	2	7
39	COC(=O)C1SCC2C(=O)N(Cc3cccc(C)c3)CC(=O)N21 (stereo unspecified)	-0.6	-4	2	3	17	0	-3	3	3	0
40	CCOC(=O)/C(C(N)=NC)=C(\O)c1ccccc1	0.7	-6	0	0	2	0	0	-4	3	8
41	Cc1ccc(S(=O)(=O)Nc2cccnc2)c(C)c1C	1.1	0	3	11	1	3	4	6	2	3
42	CC(C)C(NC(=O)c1ccccc1)c1nnc(SCC(=O)Nc2nccs2)n1C (stereo unspecified)	-0.4	-4	0	1	7	3	-2	2	0	-1
43	CCOC(=O)N1CCC(NC(=O)CCCC(=O)O)CC1	-0.3	2	3	-6	-5	0	-2	9	6	/
44	COc1ccc([C@H]2CC(=O)C=C(c3cccc(OCc4ccccc4)c3)C2)cc1	-1.0	2	-2	2	0	1	0	2	-4	-8
45	CCN(CC(=O)NCCc1ccc(Cl)cc1)Cc1nc2ccccc2c(=O)[nH]1	-1.1	-4	-8	1	15	-5	-1	-8	0	-5
46	COc1ccccc1S(=O)(=O)Cc1ccc(C(=O)NC2CC2)o1	0.6	2	1	-6	7	-1	-2	5	-3	5
47	Cn1c(=O)c2c(ncn2CC(=O)OCC(=O)Nc2ccc(Cl)cc2Cl)n(C)c1=O	-2.1	-6	1	-7	6	1	-3	-3	0	8
48	O=C(COC(=O)c1ccc(S(=O)(=O)N2CCc3ccccc3C2)cc1)NC(=O)NCc1ccco1	0.5	-2	-144	2	4	-8	0	1	-11	-106
49	COc1cccc(NC(=O)CCC2CCN(C(=O)c3ccc(C(C)=O)s3)CC2)c1	-1.3	-5	2	10	4	0	-1	-1	3	3
50	Clc1ccc(CO/N=C/c2cccs2)cc1	-0.8	1	-7	-5	7	-3	-3	0	2	/
51	COc1ccccc1NS(=O)(=O)c1ccc(/C=C/C(=O)N2CCN(C(C)=O)CC2)cc1	-0.3	5	-7	15	-8	3	2	-2	-2	5
52	CCOc1cc(C)nc(N2CCC(C(=O)NCC3CCCO3)CC2)n1 (stereo unspecified)	-0.1	4	0	-5	3	6	-4	2	-7	-1
53	CCc1nnc(NC(=O)c2cc(S(=O)(=O)N(CC)CC)ccc2Cl)s1	1.4	3	2	8	10	-2	-3	-5	5	-3
54	CN(C(=O)c1cc(-c2ccc3c(c2)OCO3)on1)c1ccccc1	-2.3	-4	0	-2	-10	2	1	-2	1	-5
55	Cc1cccc(Cn2cc(COC(=O)N3CCCC3)nn2)c1	/	2	6	/	/	-6	-4	-1	-7	/
56	COc1cccc(N2CCN(S(=O)(=O)c3ccc4c(c3)oc(=O)n4C)CC2)c1	-2.4	3	-3	-7	12	6	-3	4	-3	-1
57	C=CCOCCN(C)C1=NS(=O)(=O)c2ccccc21	-1.4	-2	0	2	13	4	4	0	-4	-5
58	O=C(NC1CCN(C(=S)NCCc2ccccc2)CC1)C1CC1	-0.4	0	1	3	-8	-4	-2	-3	4	-1
59	CCN(CC)Cc1nc2c(c(=O)[nH]1)C(CC)(CC)Cc1ccccc1-2	2.3	0	1	9	-13	-4	-2	-6	2	-2
60	O=C(Nc1ccc(NC(=O)c2cccs2)cc1)c1cccnc1	0.1	1	2	0	5	-4	1	-2	-6	-9
61	CC(C)(C)C(=O)Nc1c2c(nc3c1CCC3)CCCC2	-1.4	5	9	8	7	1	1	4	3	0
62	CCOc1ccc(N(CC(=O)Nc2ccc(C)cc2)S(C)(=O)=O)cc1	-0.9	-3	-4	3	-8	-3	1	-2	4	0
63	C/C(=N\NC(=O)C(=O)Nc1c(C)n(C)n(-c2ccccc2)c1=O)c1ccncc1	-1.1	3	-2	-20	-4	4	-5	-2	-2	1
64	CCOC(=O)c1cc2c(ccn2C)n1Cc1ccc(Cl)cc1	-0.1	-2	-3	2	-1	-7	-2	-4	1	-13
65	O=C(Cc1ccccc1)Nc1ccc(-c2nnc(-c3ccco3)o2)cc1	4.3	-1	-4	4	3	-9	1	-2	-20	-5
66	O=C(CCN1C(=O)/C(=C/c2ccc(F)cc2)SC1=S)N[C@@H](CO)Cc1ccccc1	-2.0	0	-15	5	5	-3	-1	-15	-2	-11
67	c1ccc(-c2nccc(-c3ccc4c(c3)OCO4)n2)cc1	0.2	2	-13	0	1	-1	1	2	-1	-14
68	CCCN1C2CCCC1CC(NC(=O)c1cccc([N+](=O)[O-])c1)C2 (stereo unspecified)	-2.1	0	8	2	-8	-1	3	1	7	0
